# Compound activity as filed in PubChem.
# 3T3 cytotox = Cytotoxic Profiling in NIH 3T3 Cell Line of Diverse Libraries Using Quantitative High-Throughput Screening; Potency, µM (doses to about 96.7 µM), without a hit: at the highest dose activity change, negative = cytotoxicity, actives largely listed as inhibitors; AID 1345082, 2018; NIH 3T3 viability, CellTiter-Glo ATP luminescence, 48-72 h; hit rate 4.3% among 94,000; further: potency means the concentration at half of the fitted maximal effect; nearly all actives have a fitted effect of over 55% in size
#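 Cytotoxicity is measured as loss of cellular ATP: NIH 3T3 cells (400/well) are exposed to compound for 48 or 72 hr at 37 °C, then CellTiter-Glo luminescence is imaged after 10 min at room temperature.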
# SNCA expr inh = Primary qHTS assay for inhibitors of alpha-synuclein gene (SNCA) expression | HEK-293 SNCA-luciferase knock-in, luminescence, 24 h | hit rate 0.17% among 140,000 | Potency, µM (top dose mostly 57.2 µM), for the others: top-dose activity change, negative = inhibition, hits mostly inhibitors;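 further: potency means the concentration at half of the fitted maximal effect; plate controls were DMSO cells for no effect and cell-free wells for full effect; nearly all actives have a fitted effect of over 45% in size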
# SNCA viab count = GF-AFC viability counterscreen for inhibitors of alpha-synuclein gene (SNCA) expression; HEK-293-SNCA-luc viability, GF-AFC fluorescence, 24 h; Potency, µM (top dose mostly 57.1 µM), for inactives: at the top dose activity change, negative = cytotoxicity, usual class: cytotoxic; hit rate 0.12% among 150,000;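 further: potency means the concentration at half of the fitted maximal effect; 0% = DMSO-treated cells and -100% = medium-only wells without cells; nearly all actives have a fitted effect of over 30% in size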
#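 Cytotoxicity counterscreen: after 24 h compound treatment of genome-edited SNCA-luciferase HEK-293 cells, live-cell protease substrate GF-AFC read by fluorescence after 30 min; activity scaled between DMSO (0%) and medium-only (-100%), curves Hill-fitted.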
# FLuc inh = Firefly luciferase inhibition profiling of diverse chemical library using quantitative high-throughput screening | Potency, µM (series often up to 115 µM), without a hit: top-dose activity change, negative = inhibition, usual class: inhibitors | AID 1347043, 2019 | hit rate 2.5% among 76,000 | purified P. pyralis luciferase, luminescence, biochemical; further: potency means the concentration at half of the fitted maximal effect; nearly all actives have a fitted effect of over 65% in size
# Target sequence (P08659 whole entry, looked up): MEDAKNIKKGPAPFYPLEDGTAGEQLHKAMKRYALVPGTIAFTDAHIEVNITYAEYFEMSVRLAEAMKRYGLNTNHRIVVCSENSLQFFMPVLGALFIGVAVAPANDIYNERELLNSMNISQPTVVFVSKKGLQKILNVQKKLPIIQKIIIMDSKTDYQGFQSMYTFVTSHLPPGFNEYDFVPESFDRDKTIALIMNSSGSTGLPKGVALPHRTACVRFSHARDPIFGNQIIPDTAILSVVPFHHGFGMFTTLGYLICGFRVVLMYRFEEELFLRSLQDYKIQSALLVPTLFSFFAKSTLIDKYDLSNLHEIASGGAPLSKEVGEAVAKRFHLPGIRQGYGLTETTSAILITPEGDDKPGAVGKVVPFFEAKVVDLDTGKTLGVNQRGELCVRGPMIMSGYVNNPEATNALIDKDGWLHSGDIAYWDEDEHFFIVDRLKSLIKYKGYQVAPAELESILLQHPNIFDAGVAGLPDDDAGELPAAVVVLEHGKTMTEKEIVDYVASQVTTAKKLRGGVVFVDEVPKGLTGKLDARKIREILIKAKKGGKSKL
#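 Luminescence read by CCD imaging after purified firefly luciferase (10nM final) was added to substrate buffer holding 10uM D-luciferin and 10uM ATP, pH 7.5, pre-dosed with compound.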
# GPT2 inhibitor = Primary qHTS assay for inhibitors of Glutamate pyruvate transaminase 2 (GPT2) | hit rate 0.25% among 100,000 | Potency, µM (series often up to 57.7 µM), without a hit: top-dose activity change, negative = inhibition, usual class: inhibitors | Recombinant GPT2, coupled pyruvate oxidase/HRP Amplex Red fluorescence | Alanine aminotransferase 2 (Homo sapiens), Q8TD30; further: potency means the concentration at half of the fitted maximal effect; nearly all actives have a fitted effect of over 60% in size; many of its hits are not listed in these tables
# Target sequence (Q8TD30 whole entry, looked up): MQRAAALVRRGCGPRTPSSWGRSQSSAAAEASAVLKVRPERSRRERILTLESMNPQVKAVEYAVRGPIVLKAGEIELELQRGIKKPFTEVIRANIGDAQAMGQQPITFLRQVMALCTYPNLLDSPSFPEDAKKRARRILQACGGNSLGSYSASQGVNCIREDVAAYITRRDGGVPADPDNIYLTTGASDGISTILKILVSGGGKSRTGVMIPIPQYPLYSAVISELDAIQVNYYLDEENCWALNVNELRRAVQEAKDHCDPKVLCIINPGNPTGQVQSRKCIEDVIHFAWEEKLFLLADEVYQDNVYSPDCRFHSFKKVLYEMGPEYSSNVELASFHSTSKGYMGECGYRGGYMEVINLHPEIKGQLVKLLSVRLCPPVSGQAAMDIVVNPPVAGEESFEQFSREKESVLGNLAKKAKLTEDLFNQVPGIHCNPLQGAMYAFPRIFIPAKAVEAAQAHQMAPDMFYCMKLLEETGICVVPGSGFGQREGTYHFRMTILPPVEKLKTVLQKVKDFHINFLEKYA
#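 Fluorescence read-out: pyruvate from GPT2 turnover coupled to pyruvate oxidase, HRP and Amplex Red (0.2mM ThPP, 0.2U/mL PO and HRP, 50uM Amplex final). Substrates 250uM a-KG, 2mM L-alanine; enzyme 10ng/uL; 30 min RT.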
# HEK cytotox = Cytotoxic Profiling in HEK 293 Cell Line of Diverse Libraries Using Quantitative High-Throughput Screening | AID 1345083, 2018 | Potency, µM (top dose mostly 115 µM), inactives show at the top dose activity change, negative = cytotoxicity, most hits filed as inhibitors | HEK 293 viability, ATP luminescence (CellTiter-Glo), 48-72 h | hit rate 6.6% among 94,000; further: potency means the concentration at half of the fitted maximal effect; nearly all actives have a fitted effect of over 60% in size
#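 Cytotoxicity was scored by loss of ATP-coupled luminescence (CellTiter-Glo) in HEK 293 cells. Compound treatment ran 48 or 72 hr at 37 degree Celsius, 5% CO2, 95% humidity.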
# IP6K1 inhibitor = Primary qHTS assay for small molecule inhibitors of Inositol hexaphosphate kinase 1 (IP6K1); Inositol hexakisphosphate kinase 1 (Homo sapiens), Q92551; IP6K1 kinase, ADP-Glo luminescence, 2 h; stronger effect = lower value; activity change, % (series mostly up to about 58 µM); hit rate 0.81% among 140,000; in the data active means activity change below about -25%
#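 ADP-Glo luminescence measures ADP made by human IP6K1 during a 2 h RT reaction with ATP/IP6 (mix at 1.3 mM/130 uM); top library doses 57.5 and 19.1 uM final.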
# * marks the source's active call; other numbers are inactive results; i = inactive; ? = inconclusive; . = not tested or not shown; & = joins results of further samples; [ ] = another dose, or the depositor's remark. Unless noted, the call rests on the fitted dose curve; in most records, active means well fitted curve in the direction sought with a large enough effect; inconclusive means small, poorly fitted or top-dose-only effect, or another doubt; inactive means no such curve, though single readings can be large; an effect the other way counts as inactive or inconclusive. Unless noted, on the % scale 0 is the no-effect control and ±100 the full control effect. This is a subset; rates above refer to the full screens.
1	CCc1nnc(CN(C)C(=O)c2cccc(CCC(C)(C)O)c2)o1
2	CCCCNC(=O)c1ccccc1NC(=O)CN(c1ccccc1)S(=O)(=O)N(C)C
3	Cc1cc2[nH]c(=O)c(=O)[nH]c2cc1S(=O)(=O)N1CCN(c2cccc(C)c2C)CC1
4	CSc1cccc(Nc2cc(C(=O)NCCCN(Cc3ccccc3)C(C)C)c3ccccc3n2)c1
5	O=C1[C@@H]2C[C@@H](CN2C(=O)c2ccno2)Oc2ccccc2N1CC1CC1
6	CC1COC2(CCN(c3nc(=O)c4cc(C(F)(F)F)cc([N+](=O)[O-])c4s3)CC2)O1 (stereo not given)
7	CCN(CC)c1ccc(NC(=O)CSc2nnc(C)c(=O)[nH]2)cc1
8	O=c1oc2ccc3ccccc3c2cc1-c1nnc(Nc2cc(C(F)(F)F)ccc2Cl)s1
entry no.	1	2	3	4	5	6	7	8
3T3 cytotox	-1%	.	.	.	2%[138 µM]	.	.	.
SNCA expr inh	3%	-6%	30%	?	2%[87.6 µM]	131%[activator]	40%[activator]	-1%
SNCA viab count	5%	1%	-6%	?	-5%[87.6 µM]	-2%&2%	-1%	8%
FLuc inh	13%	.	.	.	0%[172 µM]	.	.	.
GPT2 inhibitor	0%	.	.	.	1%[88.5 µM]	-8%&-5%	.	.
HEK cytotox	i	.	.	.	i	.	.	.
IP6K1 inhibitor	-12	6	-3	-5	10	9	-9	-2

# Record cards, as listed above. Screens in order: 3T3 cytotox, SNCA expr inh, SNCA viab count, FLuc inh, GPT2 inhibitor, HEK cytotox, IP6K1 inhibitor
# Record of CCc1nnc(CN(C)C(=O)c2cccc(CCC(C)(C)O)c2)o1 : -1%, 3%, 5%, 13%, 0%, i, -12
# Record of O=c1oc2ccc3ccccc3c2cc1-c1nnc(Nc2cc(C(F)(F)F)ccc2Cl)s1 : ., -1%, 8%, ., ., ., -2

# New compounds follow.
9	CCCCn1c(=O)n(-c2cc(OC)ccc2OC)c(=O)c2c3c(sc21)CN(C(C)=O)CC3
10	Cc1cc(C)cc(OCC(=O)Nc2nonc2-c2ccc(Br)cc2)c1
11	O=C(NCC(F)F)C1CCCN1c1nc2ncccc2o1 (stereo not given)
12	Cc1ccc(Cl)cc1N1CCN(S(=O)(=O)c2ccc3c(c2)CCCN3C(=O)C2CCC2)CC1
13	N#Cc1ccc(S(=O)(=O)N2CC[C@H]3C(=O)NCCCCCCN(Cc4ccncc4)[C@@H]3C2)cc1
14	COc1ccc2c(c1)Cc1sc(NC(=O)c3cccc(F)c3)nc1-2
15	O=C(C1CCCO1)N1CCC2(CC1)NCCc1c2[nH]c2ccccc12 (stereo not given)
16	CCC(=O)N1CCC2(CC1)OCC(C(=O)NC1CC1)N2C(=O)c1cccc(OC)c1 (stereo not given)
entry no.	9	10	11	12	13	14	15	16
3T3 cytotox	.	.	-2%[138 µM]	.	-23%	.	5%	-10%
SNCA expr inh	51%[activator]	?	6%[87.6 µM]	5%	-4%	127%[activator]	-1%	-9%
SNCA viab count	-11%	-5%	-2%[87.6 µM]	?	-1%	13%	4%[12.5 µM]	-9%
FLuc inh	.	.	-4%[172 µM]	.	-1%	.	11%	-4%
GPT2 inhibitor	.	.	i	.	i	.	i	i
HEK cytotox	.	.	-1%[172 µM]	.	-6%	.	-4%	-13%
IP6K1 inhibitor	4	-22	-6	14	26	-1	-8	9

17	Cc1cc(Nc2cccc(C(F)(F)F)c2)nc2ccc(NC(=O)c3ccc(N(C)C)cc3)cc12
18	COc1ccc(N2CC(c3noc(-c4cc(OC)c(OC)c(OC)c4)n3)CC2=O)cc1 (stereo not given)
19	CCOC(=O)c1cc(-c2ccccc2)n(CCCC(=O)Nc2ccc(C)cc2C)c1C
20	Cc1ccc(NC(=O)N2CCC(OC3CCN(S(C)(=O)=O)CC3)CC2)cc1F
21	Cc1nnc2ccc(N3CCCC(NC(=O)c4ccc(Cl)cc4)C3)nn12 (stereo not given)
22	CCOC(=O)c1ccc(NC(=O)c2ccc3c(c2)N(CC)C2CCCN2C3=O)cc1 (stereo not given)
23	COCc1ccc(C(=O)N2CC[C@@H](NC(=O)c3cnccn3)[C@H](O)C2)s1
24	CCCS(=O)(=O)N1CCc2nc(N3CCc4ccccc4C3)[nH]c(=O)c2CC1
entry no.	17	18	19	20	21	22	23	24
3T3 cytotox	.	?	.	-28%	?	-40%	i	-2%
SNCA expr inh	-7%	-8%	4%	35%[activator]	.	0%	2%	0%
SNCA viab count	4%	3%	-2%	4%	.	-11%[12.5 µM]	1%	-4%
FLuc inh	.	-9%	.	?	.	-9%	-6%	5%
GPT2 inhibitor	.	i	.	2%	.	4%	1%	-3%
HEK cytotox	.	?	.	?	-27%	?	2%	?
IP6K1 inhibitor	7	12	-14	-1	-9&-6	7	4	7

# The final three entries of the section above lead into the next.
22	CCOC(=O)c1ccc(NC(=O)c2ccc3c(c2)N(CC)C2CCCN2C3=O)cc1 (stereo not given)
23	COCc1ccc(C(=O)N2CC[C@@H](NC(=O)c3cnccn3)[C@H](O)C2)s1
24	CCCS(=O)(=O)N1CCc2nc(N3CCc4ccccc4C3)[nH]c(=O)c2CC1
25	O=[S+]1([O-])NC2(CCCN(Cc3ccc(C(F)(F)F)cc3)C2)CNc2ccccc21 (stereo not given)
26	COCc1nc2c(NC(=O)CC3CCCCC3)cccn2n1
27	CN(Cc1nccs1)C(=O)C(c1cccc(F)c1)N(C)C (stereo not given)
28	COc1ccc(-c2nn(-c3ccc(F)cc3F)c3c2cnc2ccc(F)cc23)cc1
29	COc1cccc2sc(N(Cc3cccnc3)C(=O)Cc3ccccc3)nc12
30	COc1ccc(-c2cc(N3CCCC(NC(=O)c4nccc5ccccc45)C3)n[nH]2)cc1 (stereo not given)
31	O=C(CSc1nc2ccccc2n1Cc1ccccc1Cl)NCc1ccccc1
32	COc1ccc(Nc2ccnc(N3CCCC(C(=O)NCc4cccc(F)c4)C3)n2)cc1 (stereo not given)
entry no.	22	23	24	25	26	27	28	29	30	31	32
3T3 cytotox	-40%	i	-2%	-29%	-13%	-1%	.	.	?	.	16µM*
SNCA expr inh	0%	2%	0%	0%	-26%	-23%	15%	-5%	6%	-12%	?
SNCA viab count	-11%[12.5 µM]	1%	-4%	-2%	6%	1%	7%	-1%	-20%	4%	-12%[12.5 µM]
FLuc inh	-9%	-6%	5%	-5%	-6%	-2%	.	.	?	.	.
GPT2 inhibitor	4%	1%	-3%	3%	1%	-1%	.	.	?	.	2%
HEK cytotox	?	2%	?	?	-12%	3%	.	.	?	.	13µM*
IP6K1 inhibitor	7	4	7	4	14	-2	7	8	7	27	-9

33	COc1ccccc1NC(=O)CSc1nnc2c3ccccc3n(C(C)C)c2n1
34	CCOc1ccccc1CNC(=O)[C@@H]1CN(S(C)(=O)=O)C[C@H]1c1ccncc1
35	CCNc1nc2c(ncn2[C@H]2C[C@H](O)[C@@H](CO)O2)c(=O)[nH]1
36	CNC(=O)c1cc(C2CC2)nc2c1c(C1CCCN1[S+](=O)([O-])c1cccc(C(F)(F)F)c1)nn2C (stereo not given)
37	Nc1c(-c2ccccc2)nc(Cl)c2c(O)n[nH]c(=O)c12
38	COc1ccc(C(=O)N[C@@H]2CCC[C@@H]2C(=O)N2CCN(c3cccc(OC)c3)CC2)cc1
39	O=C1Nc2ccccc2CC12CN(CC1CCNCC1)C2
40	Cc1cccc(OCC2(CNS(=O)(=O)c3ccc(F)cc3)C[C@@H](O)[C@@H](O)C2)n1 (stereo not given in full)
entry no.	33	34	35	36	37	38	39	40
3T3 cytotox	.	i	.	?	.	-18%	i	-12%
SNCA expr inh	29%	14%	.	.	.	-1%	-17%[87.6 µM]	-1%
SNCA viab count	-19%	-2%	-33%	.	-4%	-25%	3%[87.6 µM]	0%
FLuc inh	.	46%	.	.	.	-2%	.	0%
GPT2 inhibitor	.	i	?	.	i	i	2%[88.5 µM]	-2%
HEK cytotox	.	-4%	.	?	.	-27%	i	-8%
IP6K1 inhibitor	-8	-7	15	-8	10	17	-1	-10

41	N#Cc1ccc(Oc2ccc3c(c2)COB3O)cc1
42	OC(c1nc(Nc2cccc(F)c2)n[nH]1)C1CC1 (stereo not given)
43	Cc1noc(-c2ccn3c(CNC(=O)c4ccc(F)cc4Cl)nnc3c2)n1
44	COc1ccccc1-c1nc(CNC(=O)NC2CCCCC2)c(C)o1
45	COCCCn1c(=N)c(C(=O)NC2CCCCC2)cc2c(=O)n3ccccc3nc21
46	O=S(=O)(Cc1ccccc1)N1C[C@@H](F)[C@@H](OCc2nc3ccccc3o2)C1
47	CC[C@]1(O)C[C@H]2CN(CCC3=c4ccccc4=N[C]3[C@@](C(=O)OC)(c3cc4c(cc3OC)N(C)[C@H]3[C@@](O)(C(N)=O)[C@H](O)[C@]5(CC)C=CCN6CC[C@]43[C@@H]65)C2)C1
48	CCn1cc2nc(SCc3cccc(C(F)(F)F)c3)n(Cc3ccc(Cl)cc3)c(=O)c2n1
entry no.	41	42	43	44	45	46	47	48
3T3 cytotox	.	112µM*	-6%	.	.	?	.	.
SNCA expr inh	-25%	63%[activator][87.6 µM]	-1%	-2%	43%[activator]	9%[87.6 µM]	?	?
SNCA viab count	-10%&-27%	2%[87.6 µM]	-21%	0%	?	-4%[87.6 µM]	?	-21%
FLuc inh	.	?	9%	.	.	2%[172 µM]	.	.
GPT2 inhibitor	?	i	i	.	.	-16%[88.5 µM]	i	.
HEK cytotox	.	0%[230 µM]	-4%	.	.	?	.	.
IP6K1 inhibitor	-3	-5	3	26	-4	-1	.	12

49	CCCc1ccc(S(=O)(=O)N2CCCC(Cn3c(C)nc4cccnc43)C2)cc1 (stereo not given)
50	CNC(=O)[C@H]1C[C@H](Oc2ccccc2)CN1C(=O)NCc1ccc(F)cc1
51	CNC(=O)[C@@H]1CN(C(=O)c2ccc3ncccc3c2)C[C@H]1c1n[nH]c(C)n1
52	CCN1c2ccccc2-c2nc(SCC(=O)Nc3cc(F)ccc3F)ncc2S1(=O)=O
53	COCc1cc(CNC(=O)CC(c2ccccc2)c2ccccc2Cl)[nH]n1 (stereo not given)
54	CSc1ncc(C(=O)NCc2ccc(C)cc2)c(C)n1
entry no.	49	50	51	52	53	54
3T3 cytotox	?	?	i	.	-23%	.
SNCA expr inh	-27%	1%	10%	9%	-4%	7%
SNCA viab count	5%	-2%	6%	-3%	-13%	2%
FLuc inh	0%	2%	-4%	.	-7%	.
GPT2 inhibitor	i	-4%	-7%	.	4%	.
HEK cytotox	?	?	i	.	?	.
IP6K1 inhibitor	4	6	3	46	-1	3
